aSyn 5UTR inh: 5' untranslated region of α-synuclein, MLPCN primary screen; 300,000 tested, 0.82% active; AID 1813; inhibition, % (tested at 7.5 µM); alpha-synuclein 5'UTR reporter, inhibitor activity; in the data active means inhibition above about 60%; inconclusive means no clear call, values can overlap the other calls;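 further: H4 neuroglioblastoma cells stably carrying SNCA 5'UTR luciferase fusion; 0% = DMSO wells and 100% = positive control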
TRPC6 act: activators of mouse TRPC6 channel | AID 2550 | Q61143 | B-score at 10 µM | HEK293-TRPC6 membrane potential dye fluorescence; hits give high values | 310,000 tested, 0.13% active;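 active means B-score of the integrated fluorescence ratio above library mean plus 3 SD, and starting fluorescence ratio within library mean plus 5 SD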;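 further: higher score means more depolarization so channel activation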
Target sequence (Q61143 whole entry, looked up): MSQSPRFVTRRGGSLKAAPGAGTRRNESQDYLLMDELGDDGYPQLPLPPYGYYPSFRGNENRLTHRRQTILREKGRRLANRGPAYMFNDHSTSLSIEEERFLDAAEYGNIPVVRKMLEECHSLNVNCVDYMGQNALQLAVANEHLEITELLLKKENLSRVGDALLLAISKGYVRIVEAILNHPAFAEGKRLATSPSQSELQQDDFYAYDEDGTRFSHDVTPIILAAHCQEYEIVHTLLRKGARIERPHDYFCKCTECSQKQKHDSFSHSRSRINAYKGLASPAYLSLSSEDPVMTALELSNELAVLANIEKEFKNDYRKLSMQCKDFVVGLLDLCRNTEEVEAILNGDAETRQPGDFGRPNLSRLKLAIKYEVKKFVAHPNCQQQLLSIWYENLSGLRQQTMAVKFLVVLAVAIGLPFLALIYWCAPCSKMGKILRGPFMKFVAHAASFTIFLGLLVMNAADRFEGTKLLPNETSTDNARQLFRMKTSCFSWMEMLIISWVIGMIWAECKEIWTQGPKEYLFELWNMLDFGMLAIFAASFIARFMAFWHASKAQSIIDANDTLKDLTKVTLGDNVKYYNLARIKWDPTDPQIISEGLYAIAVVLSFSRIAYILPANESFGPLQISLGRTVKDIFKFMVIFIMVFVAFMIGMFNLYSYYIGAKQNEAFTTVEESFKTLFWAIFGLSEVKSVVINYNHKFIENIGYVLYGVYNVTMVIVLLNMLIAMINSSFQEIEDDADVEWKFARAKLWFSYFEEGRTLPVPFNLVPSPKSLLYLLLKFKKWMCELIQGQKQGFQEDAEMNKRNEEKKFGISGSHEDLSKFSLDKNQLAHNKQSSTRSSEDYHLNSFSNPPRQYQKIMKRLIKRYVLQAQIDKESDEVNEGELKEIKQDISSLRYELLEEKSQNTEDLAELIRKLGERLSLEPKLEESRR
TRPC4 inh: inhibitors of mouse TRPC4 channel | Q9QUQ5 | HEK293 TRPC4beta/mu-opioid, DAMGO-evoked Fluo4 calcium flux; hits give low values | B-score at 10 µM | 300,000 tested, 0.39% active | AID 2247;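 active means B-score over 3 SD under the library average, no early fluorescence shift, positive overall ratio signal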
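Material: HEK293 cells with stable TRPC4beta plus mu-opioid receptor expression / Probe or stimulus: DAMGO in two steps, submaximal then maximal / Compound: single concentration per test compound / Technique: kinetic Fluo4 fluorescence imaging of calcium influx / Read-out: per-well B score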
KLF5 inhibitor: suppresses KLF5 promoter-driven expression. inhibition, % at 5 µM. DLD-1 KLF5 promoter-luciferase reporter, luminescence. 290,000 tested, 0.23% active;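 active means inhibition above a per-plate limit of that plate's mean compound inhibition plus 3 SD, cut at about 60% in these data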;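 further: 0% = DMSO wells and 100% = LY294002 at 200 µM; higher means less KLF5 promoter-driven luciferase light; inactives centre near -14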
SKKanGAS inh: blocks kanamycin growth of S. pyogenes SKKanGAS strain; inhibition, % at 7.5 µM; 300,000 tested, 1.3% active; BacTiter-Glo, 6 h;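 active means mean replicate score, as percent of positive control median, at least 50; inconclusive means mean below 50 but one replicate at or above 50; inactive means mean and every replicate below 50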;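 further: strain carries kanamycin resistance gene driven by streptokinase promoter and grows in 40 µg/ml kanamycin; loss of luminescence reflects streptokinase promoter inhibition or plain growth inhibition; 0% = median of DMSO wells and 100% = positive control at its reference dose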
TRPC4 act: opens the mouse TRPC4 cation channel; Q9QUQ5; HEK293 TRPC4beta/mu-opioid, Fluo4 calcium fluorescence; hits give high values; B-score at 10 µM; 310,000 tested, 0.49% active;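 active means B-score above 5 SD of library B-scores, and initial fluorescence ratio not above library mean plus 5 SD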;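 further: positive B-score marks a calcium rise read as TRPC4 activation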
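Material: TRPC4beta and mu-opioid receptor HEK293 stable cells | Incubation: 45 min room-temperature Fluo4 loading, 110 s read | Detection: Kinetic Fluo4 calcium fluorescence | Measure: Integrated baseline-normalised fluorescence ratio, converted to per-well B score | Benchmarks: Low control buffer alone, high control maximal DAMGO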
TRPC4 potent: allosterically enhances the mouse TRPC4 cation channel | 310,000 tested, 0.42% active | AID 2227 | B-score at 10 µM | HEK293 TRPC4beta/mu-opioid, DAMGO EC20, Fluo-4 Ca2+ flux; hits give high values;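 active means B-score of calcium response area above 5 SD of library B-scores, with initial fluorescence ratio within 5 SD of library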;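 further: B-score of integrated fluorescence ratio over time as area under calcium response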
IEC-6 cytotox: IEC-6 cytotoxicity, counter-screen for KLF5 inhibitors; AID 1825; inhibition, % at 5 µM; luminescence viability; 290,000 tested, 0.78% active; in the data active means inhibition above about 22%;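 further: 0% = plate median of test compound wells and 100% = cytotoxic reference compound wells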
TRPC6 inhibitor: blocks the mouse TRPC6 cation channel. B-score at 10 µM. AID 2553. HEK293-TRPC6, membrane potential dye, ACh-evoked depolarization; hits give low values. 310,000 tested, 1.1% active. Q61143;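 active means B-score under library mean minus 3 SD, initial fluorescence not abnormally high, positive integrated signal ratio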;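 further: B-score derived from integrated fluorescence ratio over the kinetic read; more negative B-score means stronger inhibition of depolarization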
MrgX1 antag: blocks BAM8-22 activation of human MrgX1 receptor; AID 588676; 310,000 tested, 1.3% active; B-score at 10 µM; Q96LB2; MRGX1-HEK293 calcium flux, Fluo-4, BAM8-22 antagonism; hits give low values;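 active means calcium-response B-score plate-corrected more than 3 library SD below zero, starting fluorescence within 5 deviations, no agonist response on first addition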;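 further: peak minus trough fluorescence over baseline after final BAM8-22 challenge near maximal dose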
HIF act: HIF pathway transcriptional activation; activation, % at 7.5 µM (by protocol); U2OS HRE-luciferase reporter, luminescence; normalized: DMSO 0%, desferrioxamine 100%; 300,000 tested, 0.32% active; AID 1910;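 active means mean activation of at least 10% of the iron chelator positive control signal, with at least half of replicates also reaching 10%; inconclusive means mean and replicate majority disagree about reaching 10%; inactive means mean and most replicates under 10%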
The depositor's hits bear a star; i = inactive; ? = inconclusive; · = not tested or not shown.

SMILES	aSyn 5UTR inh	TRPC6 act	TRPC4 inh	KLF5 inhibitor	SKKanGAS inh	TRPC4 act	TRPC4 potent	IEC-6 cytotox	TRPC6 inhibitor	MrgX1 antag	HIF act
Cc1cc(C(=O)NNC(=S)Nc2ccccc2C)cs1	-135	i	i	-26	3	i	i	-4	i	i	1.9
Cc1c(Cl)cccc1NC(=O)C1NC(=O)CC1c1ccccc1 (stereo not drawn)	-1	i	i	-5	7	i	i	-1	i	i	-0.8
Cn1c(=O)c2c(nc(CN3CCOCC3)n2CC(O)CO)n(C)c1=O (stereo not drawn)	10	i	i	14	1	i	i	-1	i	i	0.1
O=C(C1CCN(S(=O)(=O)c2ccccc2)CC1)N1CCOCC1	13	i	i	-30	14	i	i	0	i	i	-0.8
CCOc1cc(/C=C2\C(=N)N3N=C(S(=O)(=O)CC)SC3=NC2=O)ccc1OC(=O)c1ccco1	5	i	i	-13	27	i	i	-8	i	i	0.0
N#CC1=C(N)Oc2ccc3ccc(O)cc3c2C1c1ccsc1 (stereo not drawn)	-2	i	i	5	2	i	i	-4	i	·	-0.3
O=C(Cc1ccccc1)N/N=C/c1cc(Br)cc(Cl)c1O	0	i	i	-34	97*	i	i	5	i	i	1.8
COc1ccc2[nH]c3c(NCCC4=CCCCC4)ncnc3c2c1	-195	i	i	-137	13	i	i	20	i	·	2.7
Oc1ccccc1C=NC1=NN(c2cccc(C(F)(F)F)c2)CC1	-18	i	i	-9	-4	i	i	8	i	i	-0.1
CCCCNC(=O)c1onc(CSc2ccc(Cl)cc2)c1C(=O)NCCCC	10	i	i	·	10	i	i	·	i	i	-0.4
COc1ccc(OCc2ccc(C(=O)O)cc2)cc1	-111	i	i	-119	6	i	i	-2	i	i	2.4
CSc1nc2n(n1)C(c1ccccn1)C1=C(CC(C)(C)CC1=O)N2 (stereo not drawn)	7	i	i	-24	-2	i	i	-2	i	i	0.1
Cc1nn(CCC(=O)NNC(=S)NCC(C)C)c(C)c1Br	16	i	i	-5	·	i	i	1	i	i	0.3
COc1ccc2nc(NC(=O)c3cccc(-c4cc5ccccc5oc4=O)c3)sc2c1	-11	i	i	-51	20	i	i	-4	i	i	2.4
CCOc1ccccc1C(=O)Nc1cnn(Cc2ccc(F)cc2)c1	15	i	i	5	-14	i	i	0	i	i	-0.5
CN(C)CC(O)COC(c1ccc(Cl)cc1)c1ccc(Cl)cc1 (stereo not drawn)	-34	i	i	5	20	i	i	0	i	i	1.5
Cc1ccc(C(=O)NC(=S)Nc2ccc(NC(=O)c3cccc(Cl)c3)cc2)cc1	52	i	i	-14	11	i	i	0	i	i	-0.8
COc1cc(C(=O)NCCN2C(=O)S/C(=C\c3ccc(F)cc3)C2=O)ccc1OCC(=O)N1CCOCC1	-11	i	i	-15	9	i	i	-4	i	i	-1.0
O=C1CC(c2ccco2)CC(O)=C1C=Nc1cc(Cl)ccc1O (stereo not drawn)	-143	i	i	-10	4	i	i	-2	i	i	-1.1
CC1=C(C(=O)NC2CC(C)(C)Cc3c2cnn3-c2ccc(C)cc2)OCCO1 (stereo not drawn)	-4	i	i	-15	6	i	i	6	i	i	0.5
COc1ccc(CN2CC(=O)N(c3cccc(Cl)c3)C2=S)cc1OC	39	i	i	-26	-3	i	i	4	i	i	-8.9
NC(=O)c1ccsc1NC(=O)CSc1nc2ccccc2c(=O)n1CCCO	17	i	i	-1	7	i	i	-8	i	i	-0.3
O=C1c2ccccc2C(=O)N1Cc1nc2ccccc2c(=O)n1CCN1CCOCC1	-8	i	i	-34	-3	i	i	-3	i	i	0.0
O=C1C(Cl)=C(N2CCOCC2)C(=O)N1c1ccc(Br)cc1	-14	i	i	-16	-14	i	i	-2	i	i	-1.7
O=C(Cn1c(C(F)(F)F)nc2ccccc21)Nc1ccccc1N1CCOCC1	14	i	i	-4	6	i	i	-3	i	-9.3*	-0.3

Single records, as listed above. Screens in order: aSyn 5UTR inh | TRPC6 act | TRPC4 inh | KLF5 inhibitor | SKKanGAS inh | TRPC4 act | TRPC4 potent | IEC-6 cytotox | TRPC6 inhibitor | MrgX1 antag | HIF act
Cn1c(=O)c2c(nc(CN3CCOCC3)n2CC(O)CO)n(C)c1=O (stereo not drawn) is entered as 10 | i | i | 14 | 1 | i | i | -1 | i | i | 0.1
NC(=O)c1ccsc1NC(=O)CSc1nc2ccccc2c(=O)n1CCCO is entered as 17 | i | i | -1 | 7 | i | i | -8 | i | i | -0.3

(listing goes on)
SMILES	aSyn 5UTR inh	TRPC6 act	TRPC4 inh	KLF5 inhibitor	SKKanGAS inh	TRPC4 act	TRPC4 potent	IEC-6 cytotox	TRPC6 inhibitor	MrgX1 antag	HIF act
COC(=O)Cn1c(=O)cnc2ccccc21	13	i	i	0	-2	i	i	-7	i	i	-0.2
COC(=O)C1=C(O)/C(=C\c2ccc(OCC(=O)Nc3ccccc3OC)cc2)N=C1C	19	i	i	-47	-2	i	i	0	i	i	-0.6
CC(=O)N1c2ccc(S(=O)(=O)N3CCCC3)cc2CC1C(=O)NCc1ccccc1F (stereo not drawn)	21	i	i	-26	-11	i	i	0	i	i	1.8
CN1/C(=C\C(=O)CSc2nnc(NCc3ccccc3)s2)C(C)(C)c2ccccc21	-2	i	i	-5	-3	i	i	10	i	i	-47
O=C(COc1ccc(Br)cc1)NCCCn1ccnc1	17	i	i	-9	-5	i	i	8	i	i	-0.3
C/C(=N\NC(=O)CCC(=O)N/N=C(\C)c1ccc(C)o1)c1ccc(C)o1	9	i	i	·	0	i	i	·	i	i	0.2
O=C(CCC1CCN(C(=O)c2cc(C(F)(F)F)ccc2Cl)CC1)NC1CC1	8	i	i	-13	-2	i	i	9	i	i	0.4
O=C(NCCc1ccccc1)c1ccc(CS(=O)Cc2ccc(Cl)cc2)o1 (stereo not drawn)	5	i	i	-4	0	i	i	-6	i	i	-0.6
Cc1nc2cc(NC(=O)c3ccc(N4C(=O)CCC4=O)cc3)ccc2s1	10	i	i	7	-3	i	i	9	i	i	-1.3
CCOCCn1c(C(C)C)nc2ccccc21	-21	i	i	-36	0	i	i	-1	i	i	0.0
O=C(NCCc1cccc(Cl)c1)c1cc([N+](=O)[O-])ccc1Cl	-33	i	i	-10	2	i	i	0	i	i	0.4
CCC(C)(C)NC(=O)C(OC(=O)c1ccco1)c1ccccc1OC (stereo not drawn)	-1	i	i	-9	1	i	i	2	i	i	0.0
COc1ccc(C2Cc3ccccc3C(=O)O2)cc1 (stereo not drawn)	-25	i	i	-8	-9	i	i	-1	i	i	0.8
CCCCc1cc(=O)oc2cc(OCC(=O)N3CCc4ccccc43)ccc12	-11	i	i	-14	4	i	i	6	i	i	-0.3
COc1ccc(/C=N/NC(=O)c2ccc(Br)cc2)cc1CN1CCOCC1	2	i	i	-23	3	i	i	0	i	i	-0.3
CN(C)CCN(C(=O)c1cc(Cl)sc1Cl)c1nc2ccc(F)cc2s1	-94	i	i	-10	-15	i	i	5	i	i	2.3
CCOC(=O)/C(C#N)=C/c1ccc(OC)c(OC)c1	-1	i	i	-6	-2	i	i	6	i	i	-2.6
Cc1cc(NC(=O)CSCC(=O)N(c2ccc(F)cc2)C(C(=O)NC2CCCCC2)c2ccc(O)c(O)c2)no1 (stereo not drawn)	22	i	i	-17	-14	i	i	-2	i	i	-0.1
CCOC(=O)N1CCN(S(=O)(=O)c2ccc3c4c(cccc24)C(=O)N3)CC1	-8	i	i	13	6	i	i	5	i	i	-0.1
CC1CN(C(=O)CCC(=O)NC(C)c2ccccc2)c2cc(Cl)ccc2O1 (stereo not drawn)	9	i	i	4	-4	i	i	5	i	i	-0.1
O=C(O)C1CCCCC1C(=O)N1CCCC1 (stereo not drawn)	7	i	i	-14	-2	i	i	0	i	i	0.1
Cc1nn(CC(=O)N2CCOCC2)c(=O)c2c1sc1ccccc12	1	i	i	-11	-6	i	i	-14	i	i	-0.1
O=C(Nc1ccc(F)cc1)c1ccc2ncsc2c1	-176	i	i	-136	-1	i	i	-2	i	i	3.4
O=S(=O)(/C=C/c1ccccc1)N1CCN(c2cccc(Cl)c2)CC1	27	i	i	-36	-1	i	i	1	i	i	-0.2
CCc1ccc(S(=O)(=O)N2CCN(Cc3ccco3)CC2)cc1	-2	i	i	-15	·	i	i	-1	i	i	0.0
Cc1ccccc1C(=O)N1CCN(S(=O)(=O)c2cccs2)CC1	5	i	i	-33	?	i	i	-6	i	i	-0.2
CN(C(=O)C(C)(C)C)c1ccc(OCC(=O)N2CCc3ccccc3C2)cc1	-9	i	i	-19	-3	i	i	-6	i	i	-0.3

In another format: results already given.
Order of results: aSyn 5UTR inh, TRPC6 act, TRPC4 inh, KLF5 inhibitor, SKKanGAS inh, TRPC4 act, TRPC4 potent, IEC-6 cytotox, TRPC6 inhibitor, MrgX1 antag, HIF act
O=C1c2ccccc2C(=O)N1Cc1nc2ccccc2c(=O)n1CCN1CCOCC1
 : -8, i, i, -34, -3, i, i, -3, i, i, 0.0
O=C1C(Cl)=C(N2CCOCC2)C(=O)N1c1ccc(Br)cc1
 : -14, i, i, -16, -14, i, i, -2, i, i, -1.7
O=C(Cn1c(C(F)(F)F)nc2ccccc21)Nc1ccccc1N1CCOCC1
 : 14, i, i, -4, 6, i, i, -3, i, -9.3*, -0.3
COC(=O)Cn1c(=O)cnc2ccccc21
 : 13, i, i, 0, -2, i, i, -7, i, i, -0.2

Reprinted at random: 2 entries already listed, in no set order.
SMILES	aSyn 5UTR inh	TRPC6 act	TRPC4 inh	KLF5 inhibitor	SKKanGAS inh	TRPC4 act	TRPC4 potent	IEC-6 cytotox	TRPC6 inhibitor	MrgX1 antag	HIF act
C/C(=N\NC(=O)CCC(=O)N/N=C(\C)c1ccc(C)o1)c1ccc(C)o1	9	i	i	·	0	i	i	·	i	i	0.2
Cc1nc2cc(NC(=O)c3ccc(N4C(=O)CCC4=O)cc3)ccc2s1	10	i	i	7	-3	i	i	9	i	i	-1.3
